L3MBTL1 inh – inhibitors of human L3MBTL1 | Q9Y468 | Potency, µM (highest dose often 57.1 µM), for inactives: top-dose activity, negative = inhibition, hits mostly inhibitors | 230,000 compounds, 0.66% hits | AlphaScreen L3MBTL1–H3K9me1 peptide binding | AID 485360; further: nearly all actives have a fitted effect of over 60% in size
Target sequence (Q9Y468 whole entry, looked up): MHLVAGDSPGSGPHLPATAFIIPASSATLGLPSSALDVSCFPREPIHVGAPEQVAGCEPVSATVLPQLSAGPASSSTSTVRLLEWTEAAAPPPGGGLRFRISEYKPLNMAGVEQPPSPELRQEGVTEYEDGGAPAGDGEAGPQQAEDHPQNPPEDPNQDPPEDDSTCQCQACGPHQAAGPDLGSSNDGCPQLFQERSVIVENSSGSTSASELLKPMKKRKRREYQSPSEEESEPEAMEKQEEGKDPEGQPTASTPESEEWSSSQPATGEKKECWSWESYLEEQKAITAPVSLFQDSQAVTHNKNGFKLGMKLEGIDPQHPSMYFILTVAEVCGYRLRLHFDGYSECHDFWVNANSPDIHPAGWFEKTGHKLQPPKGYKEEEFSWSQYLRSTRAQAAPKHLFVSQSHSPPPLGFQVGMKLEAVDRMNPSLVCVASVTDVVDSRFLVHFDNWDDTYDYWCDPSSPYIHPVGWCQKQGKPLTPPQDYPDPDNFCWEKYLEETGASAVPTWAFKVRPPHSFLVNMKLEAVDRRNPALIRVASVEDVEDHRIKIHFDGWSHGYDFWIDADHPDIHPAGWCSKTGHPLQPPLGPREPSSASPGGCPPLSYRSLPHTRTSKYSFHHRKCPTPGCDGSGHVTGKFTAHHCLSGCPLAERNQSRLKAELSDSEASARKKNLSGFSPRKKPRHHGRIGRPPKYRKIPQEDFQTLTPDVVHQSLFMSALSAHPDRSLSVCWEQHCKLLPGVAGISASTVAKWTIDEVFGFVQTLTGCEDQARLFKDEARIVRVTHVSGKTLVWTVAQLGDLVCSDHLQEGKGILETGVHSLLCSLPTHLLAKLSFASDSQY
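AlphaScreen assay: L3MBTL1 (50 nM final) was preincubated 30 min at room temperature with biotinylated H3(1-15)K9me1 peptide (75 nM final), then 30 min with library compounds; streptavidin donor and nickel chelate acceptor beads (10 ug/mL final) added, 30 min dark.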
TR SRC2 fluor cs – counter-screen for TRb-SRC2 inhibitors: fluorescence interference | 280,000 compounds, 0.29% hits | Potency, µM (top dose mostly 106 µM), without a hit: top-dose fluorescence change, negative = quenching | AID 1479 | TRb/SRC2 Texas Red total fluorescence interference; active means well fitted curve in either direction with a large enough effect; inconclusive means small, poorly fitted or top-dose-only effect
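Flags fluorescent or light-absorbing compounds by total fluorescence, S + 2P, at 555 nm excitation and 632 nm emission. Mixture: 20 nM Texas Red SRC2 peptide, 0.6 uM human TRb LBD, 1 uM T3, 5% DMSO; compound exposure 5 h at ambient temperature.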
Tau ThT inhib – inhibitors of human tau fibril formation, thioflavin T binding. P10636. recombinant tau K18 P301L, heparin-induced fibrillization, ThT fluorescence. Potency, µM (titrated, usually from 57.4 µM), without a hit: top-dose activity, negative = inhibition, most hits filed as inhibitors. 270,000 compounds, 2.1% hits. AID 1460; further: nearly all actives have a fitted effect of over 55% in size
Target sequence (P10636 561-689 P618L limits assumed): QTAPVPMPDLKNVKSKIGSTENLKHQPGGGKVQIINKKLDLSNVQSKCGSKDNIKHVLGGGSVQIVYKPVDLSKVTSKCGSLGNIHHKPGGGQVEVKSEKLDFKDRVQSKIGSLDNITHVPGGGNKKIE
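Fibril formation assay: tau K18 P301L at 15 uM with trace Alexa 594 label, heparin inducer 20 uM, pH 7 sodium acetate buffer, 37 C for 6 hr; endpoint ThT signal.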
TRb SRC2 PPI – disrupts binding of human TR beta to SRC2; TRbeta-SRC2 peptide binding, fluorescence polarization; receptor liganded with 1 µM T3; Potency, µM (top dose mostly 106 µM), for inactives: top-dose activity change, negative = inhibition, hits mostly inhibitors; 280,000 compounds, 0.065% hits;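 further: plate controls were bound peptide for no effect and peptide without receptor for full effect; nearly all actives have a fitted effect of over 50% in size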
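Compounds were added to 0.6 uM TRb ligand-binding domain and 20 nM Texas Red-labeled SRC2 peptide in Tris buffer containing 1 uM T3, incubated 5 hr at ambient temperature, then read by fluorescence polarization.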
KDM4E inh – JMJD2E (human) inhibition | B2RXH2 | JMJD2E catalytic domain, FDH-coupled NADH fluorescence (FDH is formaldehyde dehydrogenase) | Potency, µM (titrated, usually from 57.1 µM), for inactives: top-dose activity change, negative = inhibition, most hits filed as inhibitors | 230,000 compounds, 1.6% hits | AID 2147; active means well fitted inhibition curve with a large enough effect, not every such curve was filed as active; inconclusive means small, poorly fitted or top-dose-only effect, or another doubt; inactive means no such curve, though single readings can be large or run the other way;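 further: 0% = wells with enzyme and -100% = buffer wells without enzyme; nearly all actives have a fitted effect of over 50% in size; many of its hits are not listed in these tables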
Tau FP inhib – inhibitors of human tau fibril formation; P10636; K18 P301L tau heparin fibrillization, Alexa594 FP, 6 h; Potency, µM (doses to about 57.7 µM), for the others: at the highest dose activity, negative = inhibition, hits mostly inhibitors; 280,000 compounds, 0.39% hits; further: nearly all actives have a fitted effect of over 55% in size
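Steps: dispense K18 P301L tau (15 uM plus 0.24 uM Alexa 594 tracer, final) in pH 7 sodium acetate; add compound; add heparin (20 uM final); incubate 6 hr, 37 C; add ThT (30 uM final); after 1 hr ambient, read FP.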
RGS12 GoLoco inh – inhibitors of human Gai1-RGS12 GoLoco interaction (red fluorophore). Gai1:RGS12 GoLoco peptide FP, rhodamine, 10 min. 230,000 compounds, 0.44% hits. P63096. Potency, µM (doses to about 61.6 µM), without a hit: at the top dose activity, negative = inhibition, usual class: inhibitors; active means well fitted inhibition curve with a large enough effect, not every such curve was filed as active; inactive means no such curve, though single readings can be large or run the other way; further: nearly all actives have a fitted effect of over 30% in size; many of its hits are not listed in these tables
RECQ1 inh – blocks DNA unwinding by human RECQ1; RECQ1 DNA unwinding, red fluorescence kinetic read; Potency, µM (highest dose often 57.3 µM), for the others: at the highest dose activity, negative = inhibition, most hits filed as inhibitors; 240,000 compounds, 0.54% hits;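 further: plate controls were vehicle for no effect and no enzyme for full effect; nearly all actives have a fitted effect of over 30% in size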
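RECQ1T1 50 nM; forked duplex (20 bp + 30-nt ss tails) 200 nM, ATP 2 mM final; pH 8.0, 2 mM MgCl2, 2.5 ug/ml poly(dI-dC); 15 min compound preincubation; discontinuous kinetic read over 2 h at RT.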
Starred values were filed as active, the others as inactive; i = inactive; ? = inconclusive; . = no result given; & = joins results of further samples; [ ] = remark or other dose. Unless noted, the call rests on the fitted dose curve; in most records, active means well fitted curve in the direction sought with a large enough effect; inconclusive means small, poorly fitted or top-dose-only effect, or another doubt; inactive means no such curve, though single readings can be large; an effect the other way counts as inactive or inconclusive. Unless noted, on the % scale 0 is the no-effect control and ±100 the full control effect; potency means the concentration at half of the fitted maximal effect. A portion of the library. The share of hits here may be higher or lower than overall.

SMILES,L3MBTL1 inh,TR SRC2 fluor cs,Tau ThT inhib,TRb SRC2 PPI,KDM4E inh,Tau FP inhib,RGS12 GoLoco inh,RECQ1 inh
C/C(=N\NC(=O)c1ccc([N+](=O)[O-])cc1)c1cc2ccccc2oc1=O,-2%,0%,?,3%,-24%,10%,8%,-11%
O=C(CCl)Nc1cc(-c2ccccc2)nn1-c1ccccc1,.,2%,?,-14%,-12%,2%,-1%,i
CCOC(=O)C1CCN(C(=O)CSc2cc(=O)n(C)c3ccccc23)CC1,2%,-8%,-23%,9%,?,?,.,-1%
CCOC(=O)N1CCN(S(=O)(=O)c2ccc(Br)s2)CC1,-1%,3%,-1%,-3%,11%,-2%,6%,-7%
COC(=O)NNC(=O)c1ccc(C)c(Br)c1,0%,-3%,-3%,-9%,0%,-4%,-13%,1%
Cc1cc2oc(=O)cc(-c3ccccc3)c2c(C)c1-c1ccc(C#N)cc1,1%,-2%,-13%[81.4 µM],4%,.,0%[81.3 µM],10%[88.7 µM],-5%[81.1 µM]
CC1(C(=O)Nc2c(F)c(F)c(F)c(F)c2F)CC1(Br)Br (centres undefined),3%,-3%,-4%,10%,-3%,3%,0%,-3%
COc1cc(OC)c(NC(=O)CCc2nc(C3=CCN(Cc4cccc(Cl)c4)CC3)no2)cc1Cl,.,1%,?,-7%,.,4%,.,.
CCc1cc2c(=O)c(-c3ccc4c(c3)OCCO4)coc2c(CN2CCCCC2C)c1O (centres undefined),-1%,-3%,?,1%,?,7%,6%,?
Cc1c(C(=O)c2cccc([N+](=O)[O-])c2)c2ccccn2c1CCC#N,-5%,2%,-9%,-7%,1%,10%,-5%,-7%

Part of the list above, with two lines to a compound.
Second line of a record: L3MBTL1 inh, TR SRC2 fluor cs, Tau ThT inhib, TRb SRC2 PPI, KDM4E inh, Tau FP inhib, RGS12 GoLoco inh, RECQ1 inh
> CCc1cc2c(=O)c(-c3ccc4c(c3)OCCO4)coc2c(CN2CCCCC2C)c1O (centres undefined)
 : -1%, -3%, ?, 1%, ?, 7%, 6%, ?
> O=C(CCl)Nc1cc(-c2ccccc2)nn1-c1ccccc1
 : ., 2%, ?, -14%, -12%, 2%, -1%, i

Further compounds:
SMILES,L3MBTL1 inh,TR SRC2 fluor cs,Tau ThT inhib,TRb SRC2 PPI,KDM4E inh,Tau FP inhib,RGS12 GoLoco inh,RECQ1 inh
Cc1cc(C)c(NC(=O)CSc2nc3nccnc3c(=O)n2CCc2c[nH]c3ccccc23)c(C)c1,.,7%,-10%,3%,.,-12%,.,.
Cc1cccc(NC(=O)N2CCC3(CC2)Oc2ccccc2C(=O)N3Cc2ccccc2F)c1C,.,-1%,-1%,-6%,.,-3%,.,.
O=C(NCc1ccc2c(c1)CCN2C(=O)c1ccncc1)c1ccccc1F,.,-57%,3%,-12%,.,-5%,.,.
COC(=O)c1ccc(N2CCN(S(=O)(=O)c3ccccc3)CC2)c([N+](=O)[O-])c1,-8%,2%,-26%,3%,4%,2%,14%,-11%
O=C(Nc1ccc(Br)c2cccnc12)c1cccc2ccccc12,.,0%,-5%,9%,.,-17%,.,.
Cc1cc(C)n(-c2nc(SCCN(C)C)c3c4c(sc3n2)CCCC4)n1,-7%,1%,?,0%,?,-6%,7%,8%
CC(C)n1cnc2c(NCc3ccccc3)nc(NCCO)nc21,.,-9%&0%,-9%,4%&4%,.,-5%,5%,8%
S=c1[nH]nc(CN2CCCC2)n1Cc1ccccc1,?,-4%,-3%,-4%,-3%,9%,13%,-4%
COc1cc(C)c(C(C)C)cc1S(=O)(=O)N1CCN(C)CC1,3%,0%,-1%,0%,-3%,1%,-1%,i
Cc1ccc(Cn2ccn(Cc3ccccc3F)c(=O)c2=O)cc1,.,?,-7%,-9%,.,5%,.,.
COc1ccc(OC)c(C2=NOC(C(=O)Nc3cccc(C(C)=O)c3)C2)c1 (centres undefined),-4%,-2%,-15%,-16%,?,-12%,7%,10%
O=C(Cc1ccc(S(=O)(=O)N2CCCC2)s1)NC1CCCCCC1,.,-2%,-8%,5%,1%,1%,39%[activator],?
CCOc1ccc(-c2cc(-c3nc(-c4ccc(C)cc4)no3)[nH]n2)cc1,.,-1%,1%,1%,.,?,.,.
Cn1c2ccc(F)cc2c2ncn(Cc3ccccn3)c(=O)c21,2%,2%,-7%,-3%,?,-8%,10%,4%
O=C(CSc1nnc(-c2cccs2)o1)Oc1ccccc1Cl,.,0%,12%,10%,.,13%,.,.
O=C1C2CC=CCC2C(=O)N1CC1CCCO1 (centres undefined),7%,-1%,-5%,-5%,14%,3%,-2%,-15%
Cc1ccc(C(=O)OCC(=O)Nc2sc3c(c2C#N)CCC3)cc1,-1%,0%,0%,4%,3%,-11%,17%,4%
Cc1nnc(SCC(=O)NC(=O)NC2CCCC2)n1N,.,-2%,-5%,-17%,6%,-2%,-4%,-6%
O=C(NC1CC1)c1ccc2snnc2c1,3%,-1%,1%,-2%,17%,-8%,-3%,-3%
CCOC(=O)/C(=N/Nc1ccc(Cl)cc1)Sc1nnnn1-c1ccc(C)cc1,7%,0%,-9%,4%,8%,7%,1%,-10%

Quoted from the entries so far, 3 compounds:
SMILES,L3MBTL1 inh,TR SRC2 fluor cs,Tau ThT inhib,TRb SRC2 PPI,KDM4E inh,Tau FP inhib,RGS12 GoLoco inh,RECQ1 inh
COc1ccc(OC)c(C2=NOC(C(=O)Nc3cccc(C(C)=O)c3)C2)c1 (centres undefined),-4%,-2%,-15%,-16%,?,-12%,7%,10%
O=C(Cc1ccc(S(=O)(=O)N2CCCC2)s1)NC1CCCCCC1,.,-2%,-8%,5%,1%,1%,39%[activator],?
CCOc1ccc(-c2cc(-c3nc(-c4ccc(C)cc4)no3)[nH]n2)cc1,.,-1%,1%,1%,.,?,.,.

New compounds follow
SMILES,L3MBTL1 inh,TR SRC2 fluor cs,Tau ThT inhib,TRb SRC2 PPI,KDM4E inh,Tau FP inhib,RGS12 GoLoco inh,RECQ1 inh
FC(F)(F)Oc1ccc(Nc2nc3ccccc3o2)cc1,2%,0%,-13%,3%,1%,2%,13%,0%
Cc1ccc(CCNC(c2ccc(F)cc2)c2nnc(-c3ccccc3Cl)o2)cc1 (centres undefined),.,0%,-15%,7%,.,1%,.,.
CCOc1cc(NC(=S)NCC2CCCO2)c(OCC)cc1NC(=O)c1ccc(C)cc1 (centres undefined),-7%,-1%,-12%,4%,-6%,7%,-4%,-3%
COC(=O)/C(=C\c1ccc2c(c1)c1ccccc1n2C)NC(=O)c1ccccc1,-7%,0%,-16%,6%,?,1%,4%,-5%
COc1cc(-c2oc3cc(O)ccc3c(=O)c2O)ccc1O,.,2%,?,9%,?,9%,3%,15%
CCN1C(=O)C(O)(CC(=O)c2ccc(-n3cccc3)cc2)c2ccccc21 (centres undefined),?,-4%,0%,-6%,5%,5%,1%,-2%
N#CC(C#N)=Cc1ccc(-c2ccc(S(=O)(=O)N=C(N)N)cc2)o1,-10%,6%,20µM*,-2%,0%,8%,24%,-4%
CC1CCN(C(=S)NC(=O)C2CCCCC2)CC1,-2%,-1%,-15%,0%,6%,-8%,6%,-2%
CC1(c2nnc(-c3ccc(F)cc3)o2)CC(c2ccc(Cl)cc2)=NO1 (centres undefined),.,-1%,-6%,4%,-4%,-8%,1%,i
CCC(C)C(=O)OCC1(c2ccc(C)cc2OC(=O)C(C)C)CO1 (centres undefined),.,0%,-2%,1%,-8%,4%,12%,-14%
O=C(Nc1ccc(Cl)cc1F)c1cc(S(=O)(=O)NC2CCCCCC2)ccc1F,.,0%,5%,4%,.,?,.,.
CC1c2nc3ccccc3n2C(CC(=O)NCCCN2CCOCC2)C(=O)N1Cc1ccccc1 (centres undefined),.,-2%,0%,9%,-6%,-1%,-1%,4%
Cn1c(CCc2ccccc2)n[nH]c1=S,3%,-1%[53 µM],1%,1%[53 µM],3%,-4%,13%,-7%
CC(=O)n1nc(-c2ccccc2)nc1NCc1ccc(N(C)C)cc1,-19%,-1%,?,4%,-7%,3%,2%,i
O=C1c2ccccc2-c2onc3c(Oc4ccccc4)cc(O)c1c23,.,35µM*[fluorescent],18µM*,-12%,-6%,-7%,113%[activator],?
COc1ccccc1C1CC(=O)n2c(nc(-c3ccccc3)c2-c2ccccc2)S1 (centres undefined),-22%,-4%,?,3%,?,-9%,6%,9%
Cc1nc(-c2cccc(S(=O)(=O)N3CCC(C)CC3)c2)cs1,9%,2%,?,0%,?,-3%,.,i

Fetched one by one from the entries so far, two records:
SMILES,L3MBTL1 inh,TR SRC2 fluor cs,Tau ThT inhib,TRb SRC2 PPI,KDM4E inh,Tau FP inhib,RGS12 GoLoco inh,RECQ1 inh
O=C(Nc1ccc(Cl)cc1F)c1cc(S(=O)(=O)NC2CCCCCC2)ccc1F,.,0%,5%,4%,.,?,.,.
Cn1c(CCc2ccccc2)n[nH]c1=S,3%,-1%[53 µM],1%,1%[53 µM],3%,-4%,13%,-7%
